# Dynein transport: blocks dynein driven cargo transport along microtubules. 3617.4 mouse cells, GR-EGFP nuclear translocation imaging; test concentration mostly 20 µM; stimulated with dexamethasone, 1 µM; hits give low values. z-score, hits read low. actives 0.47% (n = 220,000);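 active means plate z-score of nuclear minus cytoplasmic receptor signal below a set negative limit, without overly bright fluorescence or cell loss, cut at about -3.5 in these data, passing the limit was not always enough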;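 further: z-score of nuclear minus cytoplasmic ring GR-EGFP intensity difference per well; some compounds called inactive have numbers as strong as hits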
#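 Schedule: 48 h induction, then 1 h compound, then 30 min agonist, 37 °C. Buffer or medium: tetracycline-free induction medium containing charcoal-stripped FBS. Reagent: 1.0 µM final dexamethasone stimulus. Evaluation: nuclear versus cytoplasmic GR-EGFP signal, averaged per well. Signal: high-content fluorescence imaging after fixation.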
# T cell modulator: modulates CD8 T cell binding to vesicles; actives 0.068% (n = 330,000); 2C CD8+ T cell-vesicle binding, flow cytometry; hits give low values; calls only at 7 µM;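 active means response, share of CD8 T cells binding vesicles, and their 90th percentile fluorescence all below set limits, cut at about 80% in these data, passing the limit was not always enough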
#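 System: murine 2C transgenic CD8+ T lymphocytes; also added: QL9-loaded Drosophila micro-vesicles; times: binding 1.5 h at 37 °C; measured by: flow cytometry, PE anti-B7-1 (FL2) versus Alexa647 anti-CD8 (FL8), PFA-fixed; control set: Peptide-free naked vesicles (low) and QL9 vesicles with 0.7% DMSO vehicle (high)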
# Autophagy HCS: modulators of autophagy; MEF GFP-LC3 puncta imaging; test concentration mostly 10 µM; calls only at 10 µM (by protocol); actives 0.98% (n = 190,000);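 active means percentage of spot-positive cells more than 3 SD above its plate mean, without a fluorescence outlier flag or 80% toxicity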;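 further: spot-positive cell cutoff set from DMSO-treated cells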
# P. falciparum M17LAP: P. falciparum M17LAP inhibitors, primary screen, biochemical, fluorogenic H-Leu-NHMec substrate, 1536-well (AID 1619). one-dose inhibition, % at 30 µM; IC50 in µM for titrated hits. recombinant M17LAP, H-Leu-NHMec fluorogenic kinetic assay; higher % means a stronger effect. actives 0.38% (n = 220,000);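 active means compound inhibiting the enzyme by more than half at any dose during confirmatory dose-response retesting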;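 further: plate controls were full reaction with DMSO carrier for no effect and no enzyme background for full effect; strong numbers were not always called active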
# WT yeast gro inh: growth inhibition of WT yeast, mitochondrial fusion screen; mitochondrial fusion phenotypic screen, WT strain; inhibition, % at 10 µM; actives 2.1% (n = 190,000); AID 1362; in the data active means inhibition above about 58%; tested in S. cerevisiae
# M1AAP inhibition: P. falciparum M1AAP inhibitors, biochemical, fluorogenic H-Leu-NHMec substrate, 1536-well (AID 1445). recombinant M1AAP, H-Leu-NHMec fluorogenic kinetic assay; higher % means a stronger effect. inhibition, % at 30 µM, or IC50 in µM where a hit was titrated. actives 0.42% (n = 220,000);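 active means primary inhibition above the hit cutoff, then over 50% inhibition at one or more dose response concentrations, cut at about 23% in these data, passing the limit was not always enough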;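 further: plate controls were DMSO full reaction for no effect and no enzyme background for full effect; strong numbers were not always called active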
# b-catenin transl: modulators of beta-catenin nuclear translocation. HeLa beta-catenin nuclear translocation, immunofluorescence imaging. nuclear translocation activity, % at 5 µM. actives 0.3% (n = 190,000);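 active means nuclear translocation activity above 50% at 5 µM, with a well cell count of 50 or more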;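 further: per-cell ratio of nuclear to cytoplasmic median beta-catenin stain intensity; plate controls were DMSO negative control for no effect and GSK-3 inhibitor IX positive control for full effect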
#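 Test system: human HeLa cell line; Doses: 5 µM primary, 0.02–20 µM confirmation; Incubation: 24 h compound exposure, 37°C; Detection: beta-catenin immunofluorescence imaging with DAPI; Read-out: beta-catenin nuclear/cytoplasmic ratio, % activation.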
# Yfh1-depleted yeast: mitochondrial function rescue without frataxin homolog – Friedreich's ataxia, plus single-dose screen, dose response (AID 1465) | S. cerevisiae Yfh1-off respiration, WST-1 reduction, 72 h; higher fold induction means a stronger effect | one-dose fold induction at 50 µM; EC50 in µM for titrated hits | actives 0.074% (n = 220,000);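 active means fold induction of absorbance versus untreated yeast above a set limit, then at least 30% activation at any dose in follow-up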;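 further: activators that raise dye reduction in frataxin-depleted yeast; strong numbers were not always called active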
# MT stabilize HCS: microtubule stabilization, imaging screen | HeLa tubulin immunostaining HCS, 24 h; share of cells brighter than vehicle mean+2SD | % tubulin-high responders, % at 10 µM | actives 0.83% (n = 200,000);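 active means plate Z-score above 3 for both tubulin-high and condensed-nucleus cell shares, with cell loss under 80%, at 10 µM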;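 further: anti alpha tubulin signal scored within the nucleus-defined area of each cell; some results filed as inactive read as strong as hits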
# WT yeast gro inh mutant strain: second read-out of WT yeast gro inh, no call of its own (marks repeat the call); inhibition, %; mitochondrial fusion phenotypic screen, mutant strain inhibition
# Dynein transport cytoplasmic EGFP: further read-out of Dynein transport, marked with its call; z-score; measured here: cytoplasmic GR-EGFP intensity; hits give high values
# Dynein transport nuclear GR-EGFP: recorded beside Dynein transport, whose call it bears; z-score; measured here: nuclear GR-EGFP intensity;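 lower value marks the stronger effect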
# Dynein transport cell count: recorded beside Dynein transport, whose call it bears; z-score; measured here: cell count per field
# b-catenin transl cell count 5 µM: also measured in b-catenin transl; calls as there; cell count; measured here: cell count, cytotoxicity flag
# T cell modulator vesicle-bound %: also measured in T cell modulator; calls as there; double positive events, %; measured here: CD8+ vesicle-bound cell fraction;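 binding gate set so that unloaded-vesicle control wells show 10% double positive cells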
# MT stabilize HCS Hoechst-high %: further read-out of MT stabilize HCS, marked with its call; % Hoechst-high responders; measured here: nuclear condensation Hoechst responders;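 share of cells brighter than vehicle mean plus two SD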
# MT stabilize HCS cytotoxicity %: recorded beside MT stabilize HCS, whose call it bears; toxicity, %; measured here: cytotoxicity by cell density;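 0% = mean cell density of plate MIN control wells and 100% = no cells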
# Autophagy HCS cell loss 18 h: second read-out of Autophagy HCS, no call of its own (marks repeat the call); toxicity, %; measured here: cell loss, nuclei count;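 cell loss after 18 h compound exposure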
# Active calls of the source: *; i = inactive; . = no result given.
SMILES,Dynein transport,Dynein transport cytoplasmic EGFP,Dynein transport nuclear GR-EGFP,Dynein transport cell count,T cell modulator,T cell modulator vesicle-bound %,Autophagy HCS,Autophagy HCS cell loss 18 h,P. falciparum M17LAP,WT yeast gro inh,WT yeast gro inh mutant strain,M1AAP inhibition,b-catenin transl,b-catenin transl cell count 5 µM,Yfh1-depleted yeast,MT stabilize HCS,MT stabilize HCS Hoechst-high %,MT stabilize HCS cytotoxicity %
Cc1ccc(-n2c(C)c3c(C)nnc(C)c3c2C)cc1C,-0.11,0.055,0.17,0.092,i,46,i,8,1%,.,.,4%,.,.,i,1.2,1.3,10
O=C1c2[nH]nc(-c3ccccc3O)c2C(c2cccc(O)c2)N1Cc1ccco1 (stereo unspecified),2.5,-0.25,-0.31,0.2,i,4,i,-8,-2%,-8,8,-4%,-2.1,1479,i,3.1,1.3,6.3
CCO/N=C(\C)c1c(O)cc(C(C)C)n(-c2ccccc2)c1=O,0.21,-0.22,0.52,-0.73,i,38,i,-15,12%,-1,5,-1%,-1.1,954,i,1.9,2.2,3.6
COc1ccc(NCc2ccc([N+](=O)[O-])s2)c(OC)c1,-0.52,-0.15,-0.54,0.28,i,38,i,-7,16%,-1,6,4%,2.4,914,i,4.0,2.1,7.9
Cc1cc2ncn(S(=O)(=O)c3ccc(S(=O)(=O)N4CCOCC4)cc3)c2cc1C,-0.62,-0.28,-0.12,1,i,35,i,2,-4%,-20,-53,0%,-0.9,1096,i,1.5,1.2,2.1
O=C(NNS(=O)(=O)c1ccccc1)c1cnn(-c2ccc(Cl)cc2)c1C(F)(F)F,-0.056,-0.13,-0.19,0.36,i,28,.,.,0%,.,.,-1%,0.2,1287,i,.,.,.
O=C1SCCC1NC(=O)C(c1ccccc1)c1ccccc1 (stereo unspecified),0.55,-0.31,-0.15,1.2,i,22,.,.,2%,.,.,2%,-1.1,1044,i,.,.,.
CCn1c(C)nc2cc(C(=O)NNC(=S)Nc3ccccc3)ccc21,-0.32,1.1,0.22,0.0026,i,47,i,-13,-3%,-8,-2,-10%,-0.3,1554,i,1.5,2.2,1.9
COc1ccc(S(=O)(=O)n2nc(OC(=O)c3cccs3)cc2N)cc1,-0.43,0.0014,0.15,-0.16,i,42,i,-1,-11%,11,8,7%,.,.,i,4.5,1.9,0.5
CC1=C(C(=O)OC(C)C)[C@@H](c2ccc(C)o2)NC(=O)N1,0.72,-0.2,1,-0.46,i,61,i,6,-6%,-12,-6,-2%,-2.8,513,i,2.8,1.1,9.4
CC1CCN(S(=O)(=O)c2ccc(Cl)cc2Br)CC1,-1.1,-0.21,-0.41,2.1,i,15,i,-2,-3%,25,28,-2%,-0.6,1065,i,2.3,2.2,12
Fc1ccccc1-c1ccc(/C=N/Nc2nc3ccccc3[nH]2)o1,-0.64,-0.31,-0.56,0.43,i,48,i,-5,-4%,85,91,-1%,0.0,931,i,3.5,2.5,3.4
O=C(COc1ccccc1F)NC1CC1,-0.35,-0.26,-0.37,0.55,i,8,i,-6,2%,7,15,7%,-1.5,1089,i,3.7,2.2,5.1
O=C(Cc1ccc(-n2c(=O)[nH]c3ccsc3c2=O)cc1)N1CCN(c2ccc(Cl)cc2)CC1,1,-0.27,0.14,-1,i,54,i,-9,-32%,0,-8,3%,.,.,i,4.1,3.4,14
O/N=C1\CCCCc2ccccc21,0.48,-0.047,0.45,-0.33,i,37,i,9,7%,-6,1,4%,-0.9,772,i,4.1,2.5,12
N#CC(=C1SC=CS1)c1nc(-c2ccccc2)cs1,0.049,0.34,0.79,-0.041,i,10,i,7,1%,2,7,-5%,-0.8,1189,i,6.0,2.8,0.6
Cc1ccc(N2C(=O)c3ccccc3C2Nc2ccccc2F)nc1 (stereo unspecified),0.33,-0.23,0.28,-0.021,i,23,i,7,1%,8,7,6%,.,.,i,2.2,3.3,8.2
Cc1cc(N)n(Cc2cccs2)n1,0.16,-0.23,0.13,0.98,i,31,i,0,-11%,6,3,-3%,-1.0,997,i,2.6,1.7,8.3
CCOC(=O)CSC1=C(C#N)C(c2ccc(Cl)cc2)CC(=O)N1 (stereo unspecified),1.3,-0.0091,1.1,-0.78,i,30,i,6,4%,13,7,5%,.,.,i,6.4,3.2,3.7
CCCCC(=O)Nc1nnc(SCC(=O)NC2CCCC2)s1,-0.37,-0.088,-0.79,0.51,i,16,i,-2,-1%,6,8,-2%,1.4,1359,i,3.3,1.6,9.6
Cc1cccn2c(=O)c3cc(C(=O)NCC4CCCO4)c(=N)n(CCN4CCOCC4)c3nc12 (stereo unspecified),-0.67,-0.27,-0.4,0.43,i,44,i,4,-62%,.,.,8%,-6.5,941,.,3.6,2.4,3.2
CCSc1ncc(C#N)c(=O)[nH]1,-0.93,-0.22,-0.19,0.91,i,3,i,-1,1%,7,7,4%,-0.7,1098,i,2.4,1.0,6.4
CC(C)(C)C(=O)Nc1c(Cl)cccc1OC(F)(F)F,0.38,-0.1,0.22,-1.2,i,11,.,.,-11%,.,.,4%,1.8,1180,i,.,.,.
CCOC(=O)/C(C#N)=C1/C=CNC(=O)N1,1.1,-0.37,0.55,-0.027,i,34,i,19,26%,4,6,13%,0.2,1106,i,4.6,2.9,9.7
O=C(NNc1cccc(Cl)n1)Nc1cccc(Cl)c1,0.14,-0.13,0.13,-0.37,i,39,i,-15,5%,17,5,10%,-2.9,1169,i,2.2,1.5,2.4

# The results go on:
SMILES,Dynein transport,Dynein transport cytoplasmic EGFP,Dynein transport nuclear GR-EGFP,Dynein transport cell count,T cell modulator,T cell modulator vesicle-bound %,Autophagy HCS,Autophagy HCS cell loss 18 h,P. falciparum M17LAP,WT yeast gro inh,WT yeast gro inh mutant strain,M1AAP inhibition,b-catenin transl,b-catenin transl cell count 5 µM,Yfh1-depleted yeast,MT stabilize HCS,MT stabilize HCS Hoechst-high %,MT stabilize HCS cytotoxicity %
CC(C)CNC(=O)CC(=O)N/N=C/c1ccc(F)cc1,-0.85,-0.31,-0.72,0.67,i,2,i,-1,-7%,-2,-4,-3%,0.5,570,i,5.3,2.3,11
Cc1[nH]c2ccccc2c1Cc1nnc(SCc2ccccc2)o1,-0.24,-0.16,0.15,-0.041,i,15,i,4,-7%,12,21,7%,.,.,i,6.9,2.8,7.6
Cn1c2c(c(=O)n(C)c1=O)C1c3cc(Cl)ccc3OCC1CO2 (stereo unspecified),0.91,-0.094,0.87,-0.13,i,53,i,-6,4%,12,9,4%,1.7,1195,i,3.9,2.5,3.5
Cc1cccc(C(=O)Nc2oc(-c3ccccc3)cc2C#N)c1,-0.95,0.76,-0.087,0.37,i,32,i,-15,6%,19,11,2%,-4.3,1179,i,1.5,1.4,9.3
COc1ccccc1CC(=O)Nc1cccc(C(=O)NN2C(=O)c3ccccc3C2=O)c1,-0.48,-0.29,-0.29,0.69,i,60,i,12,4%,-13,-4,10%,-2.4,1050,i,2.1,3.7,4.4
COCc1cc(=O)n2[nH]c(SCc3ccccc3)nc2n1,0.27,-0.27,-0.063,0.41,i,36,i,-35,26%,13,16,8%,-2.6,1106,i,2.8,1.7,5.9
O=C(CSc1ccc2ccccc2c1)Nn1cnnc1,-1.2,-0.28,-0.58,0.55,i,57,i,0,1%,-6,11,2%,-10,1167,i,1.4,1.5,9.0
CCCCn1c(=O)[nH]c(=O)c2c1nc(CN1C(=O)c3ccccc3S1(=O)=O)n2CCC,0.54,-0.18,-0.039,0.066,i,14,i,0,17%,20,23,0%,1.2,1255,i,0.4,0.9,8.9
Cc1ccc(C)n1C1CCS(=O)(=O)C1 (stereo unspecified),0.57,-0.2,0.47,-1.8,i,19,i,-12,1%,6,13,1%,-4.3,1063,.,4.1,1.8,4.1
CC(C)[C@H](NC(=O)OCc1ccccc1)C(=O)OCC(=O)Nc1c(F)cccc1F,-0.89,-0.18,-0.65,0.5,i,38,i,4,5%,-19,-29,6%,0.5,1059,i,1.8,2.4,8.2
COCCn1c(=O)[nH]c(=O)c2c(C(F)(F)F)cc(-c3cccs3)nc21,0.78,-0.21,0.33,-0.39,i,52,i,5,-35%,0,0,8%,-0.7,1071,i,1.5,3.3,10
COc1ccc(N2C(=O)N(Cc3ccc(C)cc3)c3ccccc3S2(=O)=O)cc1,0.31,-0.22,0.083,0.069,i,38,i,-3,-9%,5,-4,-3%,-1.4,1117,i,2.9,2.5,4.7
Cn1ccnc1SCC(=O)Nc1ccc2c(c1)OCO2,1.3,-0.068,0.8,-1.6,i,8,i,-2,-6%,9,-8,-4%,-3.2,1014,i,1.6,1.5,5.4
COCc1cc(C)nc(SCC(=O)Nc2cccc(C)c2C)c1C#N,1.5,-0.25,0.45,-0.49,i,23,i,5,6%,-10,-3,0%,-0.5,1098,i,2.8,1.6,3.8
